Source: PubChem (The Scripps Research Institute Molecular Screening Center)
ADAM17 inh: ADAM17 inhibitors, primary screen, biochemical, QFRET; Disintegrin and metalloproteinase domain-containing protein 17 (Homo sapiens), P78536; recombinant ADAM17, EDANS/DABCYL FRET peptide cleavage; inhibition, % at 6.95 µM; actives 0.83% (n = 370,000); AID 720648, 2013;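 active = inhibition above the mean of compounds lying between control limits plus 3 SD, set per campaign, cut at about 8.5% in these data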;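 note: 0% = DMSO-only wells as the low control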
PLCb3 inh: human PLC-beta3 inhibitors, primary screen, biochemical, fluorescence. 1-phosphatidylinositol 4,5-bisphosphate phosphodiesterase beta-3 (Homo sapiens), Q01970. Purified PLC-beta3, fluorogenic substrate. inhibition, % at 12.2 µM. actives 0.18% (n = 370,000); in the data active = inhibition above about 11%;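 note: 0% = median of compound wells on plate and 100% = full blocker control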
MBD2 inh: inhibitors of MBD2 binding to methylated DNA, primary screen, biochemical, TR-FRET, DNA-binding domain, human; inhibition, % at 4.4 µM; actives 0.31% (n = 370,000); Methyl-CpG-binding domain protein 2 (Homo sapiens), Q9UBB5; AID 686964, 2013; MBD2 binding to methylated oligonucleotide; in the data active = inhibition above about 13%
KLK7 zymogen act: proKLK7 zymogen activators, primary screen, biochemical, fluorescence intensity. Kallikrein-7 (Homo sapiens), P49862. purified proKLK7, EDANS-DABCYL substrate fluorescence; 100% is mature enzyme control, 0% vehicle. activation, % at 7 µM. actives 0.9% (n = 370,000). AID 652039, 2013;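 active = activation above the mean of all tested compounds plus 3 SD, computed per campaign excluding outliers beyond control limits, cut at about 13% in these data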
UHRF1 binding: UHRF1 methylated DNA binding inhibitors, primary screen, counter-screen for MBD2 inhibitor project, biochemical, TR-FRET, human UHRF1, single concentration. actives 0.75% (n = 370,000). inhibition, % at 4.4 µM. AID 687016, 2013. UHRF1 binding to methylated oligo; in the data active = inhibition above about 21%;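 note: UHRF1 SRA domain binding a hemimethylated CpG hairpin DNA probe; 0% = median of test compound wells and 100% = reference inhibitor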
Target sequence (Q96T88 whole entry, looked up, the tested form may be a part): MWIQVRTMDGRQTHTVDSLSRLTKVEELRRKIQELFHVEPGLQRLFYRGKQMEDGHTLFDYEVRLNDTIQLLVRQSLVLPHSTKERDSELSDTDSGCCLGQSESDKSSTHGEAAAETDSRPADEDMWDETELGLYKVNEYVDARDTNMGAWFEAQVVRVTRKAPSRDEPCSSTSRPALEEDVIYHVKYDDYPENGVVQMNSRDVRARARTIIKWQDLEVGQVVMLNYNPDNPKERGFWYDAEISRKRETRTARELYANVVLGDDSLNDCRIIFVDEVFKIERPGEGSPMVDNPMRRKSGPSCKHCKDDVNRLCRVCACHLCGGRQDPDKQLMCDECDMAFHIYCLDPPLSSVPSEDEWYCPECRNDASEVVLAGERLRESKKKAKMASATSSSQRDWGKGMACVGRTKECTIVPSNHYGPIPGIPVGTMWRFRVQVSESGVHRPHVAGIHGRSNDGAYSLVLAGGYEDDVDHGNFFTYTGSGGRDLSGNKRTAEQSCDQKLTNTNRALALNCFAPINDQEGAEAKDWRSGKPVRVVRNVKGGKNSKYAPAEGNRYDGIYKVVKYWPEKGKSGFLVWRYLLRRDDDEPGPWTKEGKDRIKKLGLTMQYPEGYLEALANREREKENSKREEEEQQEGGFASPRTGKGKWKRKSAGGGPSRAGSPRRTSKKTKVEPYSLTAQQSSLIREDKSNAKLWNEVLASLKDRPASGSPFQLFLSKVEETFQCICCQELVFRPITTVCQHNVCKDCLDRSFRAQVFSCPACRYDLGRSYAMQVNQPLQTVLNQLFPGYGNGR
Tn7 DDE FP: inhibitors of Tn7 peptide binding to fibrin DD(E), primary screen, biochemical, fluorescence polarization, human fibrin, Tn7 probe; Fibrinogen beta chain (Homo sapiens), P02675; FP displacement of FITC-Tn7 peptide from fibrin DD(E); 0% = median of compound wells per plate; inhibition, % at 8.3 µM; actives 0.13% (n = 370,000); AID 720508, 2013;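 active = inhibition above the mean of compounds falling within the control limits plus 3 SD of them, cut at about 14% in these data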;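 note: 0% = plate median of compound wells and 100% = 10 µM Aha-Tn7 peptide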
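Assay system: human fibrin DD(E) protein / Input: 2 µM fibrin DD(E) / Benchmarks: high control of 10 µM Aha-Tn7 peptide / Measured by: fluorescence polarization of the labelled Tn7 tracer / Medium: Tris buffer with calcium and detergent, pH 7.8 / Timing: 10 min compound pre-incubation, 3 h probe incubation at room temperature / Repeats: one replicate per compound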
ASAP1 GAP inh: inhibitors of human ASAP1 ArfGAP activity, primary screen, biochemical, fluorescence polarization; ASAP1-stimulated ARF1 GTP hydrolysis, GDP FP detection; inhibition, % at 16.5 µM; Arf-GAP with SH3 domain, ANK repeat and PH domain-containing protein 1 (Homo sapiens), …; actives 0.19% (n = 360,000); in the data active = inhibition above about 25%;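 note: 0% = vehicle with enzyme and substrate and 100% = no enzyme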
ARFGAP1 inhibitor: inhibitors of rat ARFGAP1 GAP activity, primary screen, biochemical, fluorescence polarization, GDP tracer | actives 0.26% (n = 360,000) | AID 651572, 2012 | ADP-ribosylation factor GTPase-activating protein 1 (Rattus norvegicus), Q62848 | inhibition, % at 16.5 µM | Arfgap1-stimulated ARF1 GTP hydrolysis, GDP FP detection;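 active = inhibition above a per-plate limit, mean inhibition of low control wells plus 3 SD, cut at about 25% in these data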;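 note: 0% = DMSO wells with enzyme and 100% = wells lacking Arfgap1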
Target sequence (Q62848 1-136 limits assumed): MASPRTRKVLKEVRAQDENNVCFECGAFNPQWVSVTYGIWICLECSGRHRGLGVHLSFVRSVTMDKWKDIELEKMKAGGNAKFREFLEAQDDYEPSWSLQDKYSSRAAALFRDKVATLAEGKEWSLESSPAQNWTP
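Assay system: purified rat His6-Arfgap1 residues 1-136 (GAP domain); Reagent: human Δ17 ARF1 bound to GTP; Dosing: 16.5 µM single point, 1.26% DMSO; Times: GTP hydrolysis reaction 2 h at 25 °C; Signal: FP, GDP Alexa 633 tracer displaced from anti-GDP antibody, 620/688 nm; Measure: % inhibition from polarization.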
PLC-gamma1 inh: PLC-gamma1 enzyme inhibitors, primary screen, biochemical, fluorescence, purified enzyme | inhibition, % at 12.2 µM | actives 0.84% (n = 370,000) | fluorogenic substrate | 1-phosphatidylinositol 4,5-bisphosphate phosphodiesterase gamma-1 (Homo sapiens), P19174; in the data active = inhibition above about 9.5%
Tn6 DDE FP: inhibitors of Tn6 peptide binding to fibrin DD(E), primary screen, biochemical, fluorescence polarization, human fibrin, Tn6 probe. Fibrinogen beta chain (Homo sapiens), P02675. Fibrin DD(E) TRITC-Tn6 fluorescence polarization displacement. inhibition, % at 8.3 µM. actives 0.21% (n = 370,000). AID 720509, 2013;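 active = inhibition above a per-campaign cutoff: mean of compounds within control limits plus 3 SD, cut at about 15% in these data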;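 note: 0% = median of all compound wells on the plate and 100% = blocking peptide control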
* marks the source's active call; other numbers are inactive results; . = no result given; & = joins results of further samples.

Value order: ADAM17 inh, ARFGAP1 inhibitor, Tn6 DDE FP, MBD2 inh, ASAP1 GAP inh, KLK7 zymogen act, Tn7 DDE FP, UHRF1 binding, PLCb3 inh, PLC-gamma1 inh
Cc1cccc(Nc2nc(N)nc(CSC(=S)N3CCOCC3)n2)c1
 : -4, 1, 0, 6, 13, -0.5, 0, 1, -5, 2
Fc1cccc(-c2nn[nH]n2)c1
 : -3, -4, 4, -3, 8, 0.3, 2, 0, 0, 0
COC(=O)c1ccc(N2C(=O)CC(N(C)CCc3ccc(OC)c(OC)c3)C2=O)cc1 (configuration not stated)
 : -2, -4, 1, -6, -5, 0.1, -2, 1, -1, 3
CN(Cc1ccccc1)C(=O)COc1ccc(N(C)S(=O)(=O)c2ccc(F)cc2)cc1
 : 0, -14, 3, 0, 10, 1.1, -6, -3, -2, 2
CCc1ccc([C@@H]2C[C@H]3CN(Cc4ccccc4OC)C(=O)[C@]34CCCN24)cc1
 : -2, 5, 1, 4, 22, 0.9, -1, 3, 1, -3
O=C(NCC1CCCO1)c1ccccc1 (configuration not stated)
 : -2, -11, -6, 1, -11, 0.0, -8, -3, 4, 1
CCCS(=O)(=O)NCCc1cc2cc(C)c(C)cc2[nH]c1=O
 : -18, 0, 2, -2, -1, 0.9, 1, 4, -1, -9
N#CCc1nn2c3c(cnc2c1C#N)C(=O)CCC3
 : -2, -5, -6, 0, 10, 0.1, -7, 3, -113, -69
O=C(O)c1ccc(-c2ccc(/C=C3\NC(=O)N(Cc4ccc(Cl)cc4)C3=O)o2)cc1
 : -21, -8, 2, 7, -11, -0.3, 4, 18, -52, -29
COC(=O)[C@]12C[C@H](CC(=O)N3CCN(C(=O)c4ccco4)CC3)C(=O)N(CCC3=CCCCC3)C1=C[C@H](C1CCCC1)O[C@@H]2C
 : 1, ., 1, -6, ., 0.2, -6, -1, 0, 2

4 entries from above, bar-delimited.
Molecule | ADAM17 inh | ARFGAP1 inhibitor | Tn6 DDE FP | MBD2 inh | ASAP1 GAP inh | KLK7 zymogen act | Tn7 DDE FP | UHRF1 binding | PLCb3 inh | PLC-gamma1 inh
CCc1ccc([C@@H]2C[C@H]3CN(Cc4ccccc4OC)C(=O)[C@]34CCCN24)cc1 | -2 | 5 | 1 | 4 | 22 | 0.9 | -1 | 3 | 1 | -3
O=C(NCC1CCCO1)c1ccccc1 (configuration not stated) | -2 | -11 | -6 | 1 | -11 | 0.0 | -8 | -3 | 4 | 1
CCCS(=O)(=O)NCCc1cc2cc(C)c(C)cc2[nH]c1=O | -18 | 0 | 2 | -2 | -1 | 0.9 | 1 | 4 | -1 | -9
N#CCc1nn2c3c(cnc2c1C#N)C(=O)CCC3 | -2 | -5 | -6 | 0 | 10 | 0.1 | -7 | 3 | -113 | -69

Back to the main list; the 5 compounds before the break are reprinted first.
Value order: ADAM17 inh, ARFGAP1 inhibitor, Tn6 DDE FP, MBD2 inh, ASAP1 GAP inh, KLK7 zymogen act, Tn7 DDE FP, UHRF1 binding, PLCb3 inh, PLC-gamma1 inh
O=C(NCC1CCCO1)c1ccccc1 (configuration not stated)
 : -2, -11, -6, 1, -11, 0.0, -8, -3, 4, 1
CCCS(=O)(=O)NCCc1cc2cc(C)c(C)cc2[nH]c1=O
 : -18, 0, 2, -2, -1, 0.9, 1, 4, -1, -9
N#CCc1nn2c3c(cnc2c1C#N)C(=O)CCC3
 : -2, -5, -6, 0, 10, 0.1, -7, 3, -113, -69
O=C(O)c1ccc(-c2ccc(/C=C3\NC(=O)N(Cc4ccc(Cl)cc4)C3=O)o2)cc1
 : -21, -8, 2, 7, -11, -0.3, 4, 18, -52, -29
COC(=O)[C@]12C[C@H](CC(=O)N3CCN(C(=O)c4ccco4)CC3)C(=O)N(CCC3=CCCCC3)C1=C[C@H](C1CCCC1)O[C@@H]2C
 : 1, ., 1, -6, ., 0.2, -6, -1, 0, 2
O=C(NCC1CCCO1)C1c2ccccc2C(=O)N1Cc1ccc2c(c1)OCO2 (configuration not stated)
 : -7, 0, -2, 8, 3, 0.2, 3, 7, 7, 4
CCN(CC)S(=O)(=O)c1ccc(N2CCOCC2)c(NC(=O)c2nn(C)c(=O)c3ccccc23)c1
 : -4, 4, -4, 14*, 5, 0.3, 4, 0, -1, 2
COC(=O)C1CCCN1C(=O)C12CC3CC(CC(C3)C1)C2 (configuration not stated)
 : 3, 4, 1, -1, -7, -0.7, 1, 1, -7, 4
COc1ccc(Cl)cc1S(=O)(=O)N1CCCc2ccccc21
 : 3, -3, 5, 0, 3, 0.4, 3, 1, -9, -2
CC(NC(=O)c1cc(-c2cccnc2)nc2ccc(Br)cc12)C1CCCO1 (configuration not stated)
 : -2, 1, 2, 3, -12, 0.5, -2, 0, -4, 1
COc1cccc(OC)c1NC(=O)C1CCCN1C(=O)Nc1ccccc1Cl (configuration not stated)
 : -3, 2, 0, -1, 4, -0.7, -4, 1, -4, 1
S=c1[nH]nc(Cc2ccccc2)n1-c1ccc(Cl)cc1
 : -1, -1, -2, -2, -11, -0.1, 6, -2, 0, -4
Cc1ccc(S(=O)(=O)N2CCCCC2)cc1NC(=O)CSc1nnc(N)s1
 : 1, 5, -1, -1, -15, -0.7, 0, -2, 0, 0
Cc1cc(Cn2nc(C(=O)NCc3cccc(C(F)(F)F)c3)cc2-c2ccccc2)on1
 : 4, 2, 1, -5, -21, 0.5, 3, 2, 4, 1
COc1cccc(C2C3=C(CC(C)(C)CC3=O)OC(N)=C2[N+](=O)[O-])c1 (configuration not stated)
 : -4, 4, -2, 1, -9, 0.4, 7, -2, 2, 4
COc1ccc(CNC(=O)COC(=O)CN2C(=O)C(C)Oc3ccc(C)cc32)cc1 (configuration not stated)
 : 1, 8, 1, -1, 8, 0.5, 2, 2, -6, 1
Cc1[nH]c(=S)c(C#N)c(C)c1C(=O)Nc1ccccc1
 : -5, 7, -7, 0, -7, -0.6, 6, -1, -7, -9
O=C(CN1CCN(Cc2ccccc2)CC1)Nc1cccc(C(F)(F)F)c1
 : 1, 13, -1, -3, 19, 0.1, 6, 2, -1, 2
CCOC(=O)c1ccc(NS(=O)(=O)c2cccc3nsnc23)cc1
 : -4, -2, -4, 2, -5, 0.3, -5, 8, 7, 7
CCc1ccc(NC(=O)COC(=O)CC2CCCC2)cc1
 : 2, 5, -3, -2, 4, 0.3, -2, 0, -2, -2
Cc1oc(S(=O)(=O)N(C)C)cc1C(=O)Nc1ccc(Cl)cc1
 : -3, 2, -6, 6, 5, -0.8, 4, 1, -2, -2
COc1ccc(-n2c(C)cc(/C=C3\SC(=O)NC3=O)c2C)cc1
 : -3, 8, 2, 1, -4, -0.4, -1, -3, -13, -6
CCc1ccc2nc(NC(=O)c3ccc(N4C(=O)CCC4=O)cc3)sc2c1
 : -5, 6, 2, 2, -4, -10, 1, 0, -30, -13
CSc1ccccc1NC(=O)CN(C)C(=O)C1CCN(C(=O)Nc2ccccc2)CC1
 : 6, 3, 5, -4, 10, -0.6, -7, 0, -4, 5
CCOC(=O)C1(Cc2ccccc2C)CCCN(Cc2cn(C)nc2C)C1 (configuration not stated)
 : -5, 3, 1, 4, -3, -0.7, 6, 3, 1, 0
C[C@@H](NC(=O)c1ccc(C#Cc2cccc(F)c2)cn1)C(C)(C)O
 : -31&-40, ., 1&-4, 3&4, ., 1.5&1.3, 1&7, 4&2, -13&-10, -6&-9
O=C(NC(c1ccccc1)C(Cl)(Cl)Cl)c1ccccc1 (configuration not stated)
 : 1, -1, -1, 1, 3, -0.7, 7, 3, 0, 1
Cc1nn(-c2ccccc2)c(C)c1-c1cc(C(=O)N/N=C/c2ccc(O)cc2)[nH]n1
 : -1, 11, -13, -1, 1, -0.6, 2, -3, -17, -7
O=C(NCCCNC(=O)c1cnccn1)c1cccc(Cl)c1
 : 2, 1, 2, -2, -13, -0.3, -8, 5, -3, 2
C[C@H]1[C@H](N(C)C)CC[C@@]23CCCN2C(=O)CCC[C@@H]13
 : -2, ., 8, -2, ., ., -5, 0, 1, 2
N#CC1=C(S)N(c2ccc(F)cc2)C2(CCCCC2)NC1=O
 : 0, -9, -6, -1, -12, -0.3, -8, 0, -3, 3
O=C(COC(=O)c1cnccn1)NCc1ccc2c(c1)OCO2
 : -3, -4, -1, 8, -13, -0.2, 5, 15, -5, 1
CNS(=O)(=O)c1cn(CC(=O)NCc2ccc(N(C)C)cc2)cc1S(=O)(=O)NC
 : 2, 5, 1, -3, -9, 0.5, 5, 0, -5, -2
CCc1ccc(NC(=O)C2CCN(C(=O)N3CCOc4ccccc43)CC2)cc1
 : 0, -8, 0, 3, -7, 0.2, 4, -1, 3, 0
C=CCN1C(=O)[C@@H](CC(=O)NCCCCc2ccccc2)[C@]2(C(=O)OCC)CCCCC/C=C/12
 : 3, ., -2, -3, ., 0.1, 7, -2, 2, 0
